Source: PubChem BioAssay (several laboratories)
NPY Y1 blocker – NPY-Y1 (human) receptor antagonism; P25929; HEK293-CNG Y1 cells, membrane potential fluorescence; NPY at EC95, then isoproterenol; inhibition, % at 3.6 µM; 200,000 compounds, 1% hits;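 active = inhibition above the campaign mean inhibition of all tested compounds plus 3 SD, cut at about 20% in these data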;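 also: 0% = DMSO wells given NPY plus isoproterenol and 100% = isoproterenol alone without NPY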
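material = HEK293 cells with Y1 receptor plus CNG channel | also added = NPY 25 nM then isoproterenol 1 µM plus Ro 20-1724 25 µM | schedule = dye 3 h, compound 60 min room temperature, stimulation 45 min | measured by = membrane potential fluorescence | benchmarks = high control isoproterenol alone, low control NPY with isoproterenol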
EP2 modulator – modulators of human EP2 prostaglandin E2 receptor; P43116; EP2-expressing cells, cAMP HTRF FRET, PGE2 co-stimulation; induction, % at 25 µM; 260,000 compounds, 0.83% hits; AID 940;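 active = compounds whose cAMP rise, as percent of the full-agonist control response, exceeds 60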;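 also: rat C6 glioma line stably carrying human EP2 under a CMV promoter; the protocol text gives 20 µM as final concentration; 100% = response of wells given 1 µM PGE2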
NPY-Y1 PAM-ag – potentiators or agonists of human neuropeptide Y receptor Y1; P25929; NPY-Y1 expressing cells, potentiator/agonist activation; activation, % at 3.6 µM; 220,000 compounds, 0.37% hits; AID 1304; in the data active = activation above about 33%, passing the limit was not always enough;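 also: cells stimulated with NPY at EC10 then isoproterenol at EC100; 0% = low agonist plus stimulus and 100% = saturating agonist plus stimulus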
CHOP inhibitor – blocks CHOP induction under ER stress; AID 2732; CHO-K1 CHOP-promoter luciferase, tunicamycin-induced, 15-18 h; 220,000 compounds, 3.8% hits; inhibition, % at 10 µM;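 active = compounds that reduced the stress-induced luciferase reporter signal by more than about 70% of percent inhibition, limit read from the data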;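 also: 0% = tunicamycin plus vehicle and 100% = wells without tunicamycin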
PPC-1+TRAIL kill – kills PPC-1 cancer cells in the presence of TRAIL; cell killing (% activity), % at 4 µM; 220,000 compounds, 0.41% hits; PPC-1 cells + TRAIL, ATPLite viability luminescence;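 active = cell killing above 50% in the first pass at 4 µM, then a duplicate retest at 5 µM averaging 50% or more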;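 also: plate controls were cells with TRAIL plus DMSO for no effect and medium-only wells lacking cells for full effect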
14-3-3 Bad inh – disrupts binding of bovine 14-3-3 zeta to phospho-Bad peptide; P63103; TR-FRET 14-3-3zeta/Dy647-pBad peptide displacement, 1 h; inhibition, % at 21.7 µM; 220,000 compounds, 0.71% hits;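 active = inhibition above about 70%, limit read from the data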;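 also: 0% = full 14-3-3 plus peptide FRET controls and 100% = background without 14-3-3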
Target sequence (P63103 whole entry, looked up): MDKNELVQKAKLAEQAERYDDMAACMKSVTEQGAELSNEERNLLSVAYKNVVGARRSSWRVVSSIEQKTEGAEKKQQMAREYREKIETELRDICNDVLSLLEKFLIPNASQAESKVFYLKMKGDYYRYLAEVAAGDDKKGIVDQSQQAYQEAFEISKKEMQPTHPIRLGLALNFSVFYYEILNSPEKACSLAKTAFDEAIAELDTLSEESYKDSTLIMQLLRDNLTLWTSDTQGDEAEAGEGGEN
EP2 antag – blocks the human prostaglandin E2 receptor EP2; C6 glioma cells expressing human EP2, cAMP TR-FRET; cells stimulated with saturating PGE2; 260,000 compounds, 0.52% hits; P43116; AID 1422; inhibition, % at 25 µM;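 active = percent inhibition above 40 after rounding to a whole number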;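 also: rat C6 glioma host cells with rolipram phosphodiesterase inhibitor present; the protocol text gives 20 µM as final concentration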
TRPML3 ag – activates the human TRPML3 channel; HEK293 TRPML3-YFP, Fluo-8 calcium fluorescence; 100% = the carbachol control signal; activation, % at 3 µM; 220,000 compounds, 0.29% hits; AID 1448;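 active = activation above its plate's cutoff, the mean activation of the plate's test wells plus 3 SD, cut at about 12% in these data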;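 also: 0% = DMSO only wells and 100% = carbachol wells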
Target sequence (Q8TDD5 whole entry, looked up): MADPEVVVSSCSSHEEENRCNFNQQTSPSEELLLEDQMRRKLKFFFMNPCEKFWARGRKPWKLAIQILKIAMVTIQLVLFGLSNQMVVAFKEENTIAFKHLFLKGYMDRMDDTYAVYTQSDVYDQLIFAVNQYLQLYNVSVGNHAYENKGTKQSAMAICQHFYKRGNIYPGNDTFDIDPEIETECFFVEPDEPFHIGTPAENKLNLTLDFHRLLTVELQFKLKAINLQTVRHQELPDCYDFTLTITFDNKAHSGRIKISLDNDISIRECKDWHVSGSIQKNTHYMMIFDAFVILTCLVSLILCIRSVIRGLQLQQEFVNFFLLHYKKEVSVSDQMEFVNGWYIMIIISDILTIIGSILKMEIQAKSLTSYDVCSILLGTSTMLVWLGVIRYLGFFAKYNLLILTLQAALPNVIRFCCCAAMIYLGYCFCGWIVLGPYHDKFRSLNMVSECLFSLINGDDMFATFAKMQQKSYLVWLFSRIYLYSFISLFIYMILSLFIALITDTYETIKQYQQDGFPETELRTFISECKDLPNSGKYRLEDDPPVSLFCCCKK
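system = HEK293 cells stably carrying human TRPML3-YFP | doses = one concentration, 3 µM nominal, 0.3% DMSO | timing = dye loading 1 h 37 °C then 30 min ambient, 125 s read | detection = Fluo-8 calcium dye fluorescence, ex 470-495, em 515-575 nm | benchmarks = high control carbachol 87 µM, low control DMSO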
TRPN1 ag – zebrafish TRPN1 (NompC) channel agonism; HEK293 zebrafish TRPN1-YFP, Fluo-8 calcium fluorescence; 100% = response to 87 µM carbachol; activation, % at 3 µM; 220,000 compounds, 0.18% hits;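 active = activation above its plate's cutoff, the mean activation of test wells on that plate plus 3 SD, cut at about 19% in these data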;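 also: 0% = DMSO alone and 100% = 87 µM carbachol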
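Assay system: Zebrafish TRPN1-YFP in HEK293 cells | Incubation: Dye loading 1 h at 37 °C, then 30 min room temperature | Measured by: Kinetic Fluo-8 fluorescence, ex 470-495, em 515-575 nm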
Numbers without * were called inactive; / = no result given; & = joins results of further samples; [ ] = dose if it differs, or a comment. This is a subset, so the mix of outcomes need not match the whole.

Every second line gives: NPY Y1 blocker	EP2 modulator	NPY-Y1 PAM-ag	CHOP inhibitor	PPC-1+TRAIL kill	14-3-3 Bad inh	EP2 antag	TRPML3 ag	TRPN1 ag
O=C1C(SC(F)(F)C(F)F)=C(C(F)(F)F)OC2C3C=CC(C3)C12 (configuration not stated)
 : 0	-22	1	7	15	-1	10	0.0	0.3
Cc1ccc(NC(=O)c2ccccc2NS(=O)(=O)c2ccc(F)cc2)cc1S(=O)(=O)N1CCCCC1
 : -3	-6	12	68	21	-2[fluorescence artefact?]	6	3.2	6.1
Cn1cccc1C(=O)NC(=O)COC(=O)c1ccccc1Sc1ccccc1C#N
 : 2	28	-30	5	-6	2	10	0.5	-0.2
O=C(COc1ccccc1)Nc1ccc2c(c1)nc1n2CCSC1
 : -3	-9	0	1	6	-9	12	-0.4	1.6
Cc1ccccc1-n1nnnc1SCC(=O)Nc1ccc(S(=O)(=O)N2CCCC2)cc1
 : -1	1	-6	9	9	0	18	-0.7	-0.4
O=C(Nc1ccc(Br)cc1)/C(=C/c1cccc([N+](=O)[O-])c1)NC(=O)C1CCCCC1
 : 3	-7	-2	6	7	8	10	0.7	-0.1
CCc1ccc2[nH]c(=O)c(C(c3nnnn3CCOC)N3CCN(c4ccc(F)cc4)CC3)cc2c1 (configuration not stated)
 : -2	21&15	-3	42	-6	40	8&12	0.8	0.5
Cc1cccc(Nc2nc(NCCCN3CCOCC3)nc(N)c2[N+](=O)[O-])c1
 : 3	-5	-9	29	18	1	6	0.4	0.2
CCOC(=O)COc1ccc(N)cc1CC(NC(C)=O)(C(=O)OCC)C(=O)OCC
 : -7	19	-1	22	15	8[fluorescence artefact?]	6	0.6	0.6
COc1cc(OC)cc(C(=O)N[C@H](C(=O)Nc2nnc(C3CC3)s2)C(C)C)c1
 : -3	-8	-5	23	-17	-1	18	-0.1	-2.1
CCOc1c(S(=O)(=O)NC2CC(C)(C)NC(C)(C)C2)ccc(Cl)c1Cl
 : 9	-33	-22	19	7	2	13	0.7	0.9
Cc1ccc(OC(=O)c2cc3ccccc3o2)cc1
 : -1	-11	-31	50	8	/	7	0.1	-0.7
COc1cc(-n2c(=O)c3ccccc3n(CC(=O)c3ccccc3)c2=O)cc(OC)c1OC
 : 11	12	-10	6	33	6	2	0.7	1.1
O=C(CSc1nc2cc(Cl)c(Cl)cc2[nH]1)c1ccc2c(c1)OCO2
 : /	-31	-35	13	18	-7	8	0.6	0.2
O=C(c1cc2ccccc2o1)N(C1CC1)C1(C(=O)Nc2ccccc2)CCCC1
 : 20	8	-21	27	6	-2	9	-1.0	-2.1
CC(C)Sc1nc2c(cnn2-c2ccc(F)cc2)c(=O)[nH]1
 : 5	48	-6	67	32	5[fluorescence artefact?]	13	0.1	-0.5
Cc1nc(CCNC(=O)CC2C(=O)NCCN2Cc2ccc(F)cc2)sc1C (configuration not stated)
 : -3	-5	7	2	6	3	1	0.3	-0.8
O=C(CSCc1ccc(F)cc1)N1CCN(c2ccccc2)CC1
 : -4	-3	-3	21	14	-10	5	0.8	1.6
Cc1ccc2c(c1)/C(=C/c1ccco1)C(=O)N2
 : 5	-35	2	15	13	-16	5	-1.6	-2.3
COc1ccc(CC(=O)Nc2ccc(N3CCCCC3)cc2)cc1
 : 1	-2	18	16	14	-10	5	0.3	0.7

Ordered by number of heavy atoms (low to high): some entries from above
Every second line gives: NPY Y1 blocker	EP2 modulator	NPY-Y1 PAM-ag	CHOP inhibitor	PPC-1+TRAIL kill	14-3-3 Bad inh	EP2 antag	TRPML3 ag	TRPN1 ag
Cc1ccc2c(c1)/C(=C/c1ccco1)C(=O)N2
 : 5	-35	2	15	13	-16	5	-1.6	-2.3
COc1cc(OC)cc(C(=O)N[C@H](C(=O)Nc2nnc(C3CC3)s2)C(C)C)c1
 : -3	-8	-5	23	-17	-1	18	-0.1	-2.1
O=C(c1cc2ccccc2o1)N(C1CC1)C1(C(=O)Nc2ccccc2)CCCC1
 : 20	8	-21	27	6	-2	9	-1.0	-2.1

Later entries
Every second line gives: NPY Y1 blocker	EP2 modulator	NPY-Y1 PAM-ag	CHOP inhibitor	PPC-1+TRAIL kill	14-3-3 Bad inh	EP2 antag	TRPML3 ag	TRPN1 ag
COc1cc(NC(=O)COc2ccc(Br)cc2)ccc1NC(=O)C(C)C
 : -5	-10	-9	25	16	-12	0	2.3	2.0
Cc1ccc(SC(C)C(=O)Nc2ccccc2-c2ccccc2)cc1 (configuration not stated)
 : 13	34	-27	1	18	-1[fluorescence artefact?]	11	-1.2	-1.5
CCCCn1c(=O)[nH]c(=O)c2c1nc(-c1ccccc1F)n2Cc1ccccc1OC
 : 2	60	19	55	6	-12	12	-1.3	-2.6
Cc1cc(C)cc(-n2nnc(C(=O)NCc3ccc(Cl)cc3)c2N)c1
 : 3	-47	-9	7	6	-20	9	0.1	-1.0
Cc1ccc(NC(=O)CN2CCCC2)c2c1CC(C)(C)O2
 : 11	9	10	17	16	-8	10	0.4	-0.5
COc1cc(C(=O)NNC(=S)NC(=O)c2ccc(F)cc2)cc(OC)c1OC
 : /	7	14	20	24	-9	7	1.1	0.8
CN(C)c1ccc(CN(C(=O)c2ccco2)C2CCS(=O)(=O)C2)cc1 (configuration not stated)
 : -4	14	-4	-14	5	6	14	0.0	-0.2
CC(=O)c1cc(C(=O)N2CCc3c([nH]c4ccccc34)C2C2CCCCC2)[nH]n1 (configuration not stated)
 : -2	28	1	11	7	-10	10	-0.7	-0.2
O=C(c1nc2nc(-c3cccs3)cc(C(F)(F)F)n2n1)N1CCN(Cc2ccccc2)CC1
 : 4	17	-22	9	23	-4	13	-0.2	0.2
Cc1nc2cc(NC(=O)NCc3ccccc3)ccc2o1
 : 0	8	2	-6	10	1	/	-0.3	0.9
CCOC(=O)C[N+](CC)(CC)CC#Cc1ccccc1
 : -3	13	6	18	19	2	3	1.1	2.0
CCC1COC(c2cccn2Cc2ccccc2Cl)=N1 (configuration not stated)
 : 1	50	-7	33	-1	0	5	0.0	-0.7
O=C(Nc1nc2cc3c(cc2s1)OCO3)c1ccc(N2C(=O)CCC2=O)cc1
 : /	5	14	47	-3	-2	11	0.9	2.2
Cc1cnc(NC(=O)CCNC(=O)c2ccccc2Cl)s1
 : 2	-3	-4	4	2	-11	6	0.6	0.7
COc1ccc2c(c1OC)C(=O)OC2CC(=O)c1ccc2c(c1)OCO2 (configuration not stated)
 : 4	19	8	25	2	-4	1	0.4	1.0
O=C(NCc1ccccc1)NC1(C(=O)N2CCCC2)CCCCC1
 : -3	17	15	6	8	-4[fluorescence artefact?]	21	0.3	-0.2
CCN1CCCC1CNCc1ccc(Cl)cc1Cl (configuration not stated)
 : 0	-2	6	12	-8	55	13	0.3	0.0
O=C(CN1CCN(Cc2ccc(Cl)cc2)C1=O)NCCN1CCCC1
 : 0	3	4	-1	8	7	9	0.9	-0.2
CCC1S/C(=C(\C#N)C(=O)NCc2ccco2)N(c2ccc(F)cc2)C1=O (configuration not stated)
 : 1	-4	14	34	-7	0	9	0.7	1.4
CCOC(=O)c1cc2sc(C)cc2n1CC(=O)Nc1cccc(C)c1C
 : 6	53	-2	74*	33	9	19	0.4	-1.5
O=C(Nc1cccnc1)C1COc2ccccc2O1 (configuration not stated)
 : -5	21	-8	2	23	-9[fluorescence artefact?]	16	0.1	0.3
COc1ccc(CNC(=O)C2CSC(c3ccc(OC)cc3)N2C(C)=O)cc1 (configuration not stated)
 : 2	6	3	23	8	5	9	0.5	0.9
COC(=O)C1=C(C)N(CCc2cc(OC)c(OC)c(OC)c2)C(=O)N[C@H]1c1cccs1
 : -4	0	-9	-3	13	7	/	-0.3	1.8
CS(=O)(=O)c1nc2c(cc1C#N)CCCC2
 : -3	-21	-1	12	11	-7	8	0.7	0.5
COC(=O)CNC(c1ccccc1)c1cc(Br)ccc1NS(=O)(=O)c1ccc(C)cc1 (configuration not stated)
 : 11	52	7	39	21	4	11	1.4	0.5
COCCCn1c(SCC(=O)NNC(=O)c2cccc(O)c2)nnc1-c1ccncc1
 : 3	13	10	17	8	-19	8	0.4	-1.5
O=c1[nH]c2ccc(NC(=S)Nc3ccc(Cl)cc3Cl)cc2[nH]1
 : 8	-34	4	-9	20	0	10	0.4	-0.2
COc1ccc(CCNC(=O)CN2CCN(c3cccc(Cl)c3)CC2)cc1OC
 : 12	-66	7	17	21	-7	5	1.5	0.6
O=C(NCc1cccnc1)C1CCCN(Cc2cnn(-c3ccccc3)c2-n2cccc2)C1 (configuration not stated)
 : 6	9	-16	17	18	1	4	0.2	0.9
N#Cc1c(N)nc(SCc2ccncc2)c(C#N)c1-c1cccs1
 : -1	-13	-24	50	-3	-5	11	2.4	1.3
CCN1C(=O)CC(N2CCOCC2)C1=O (configuration not stated)
 : 0	5	5	36	0	-4	15	0.9	-0.1
O=C(CSc1nnc(Cc2ccc(Cl)cc2)o1)Nc1ccccc1
 : 0	-32	-2	-3	4	-11	5	0.2	0.3
C/C(N)=C(/C#N)C(=O)CSc1nc2ccccc2n1CC(C)C
 : 8	-2	7	31	3	1	9	-0.2	-1.9
O=C(NCc1ccco1)c1cccc(N2CCCC2=O)c1
 : 4	1	4	-3	-25	-3	3	-0.4	-0.4
CCCCNC(=O)c1onc(CSc2cccc(F)c2)c1C(=O)O
 : 17	21	-23	-4	11	19[fluorescence artefact?]	10	0.4	2.0
O=c1c2ccccc2cnn1-c1ccc(Br)cc1
 : -3	0	1	-16	32	40	15	-0.1	0.1
CCN(CC)c1ncnc2sc(C(=O)N3CCN(c4ccc(OC)cc4)CC3)c(C)c12
 : 6	-6	14	27	-1	4	10	0.8	1.7
CCOC(=O)N1CCN(c2c(NCCc3ccccc3)c(=O)c2=O)CC1
 : -5	-6	1	13	-4	9	7	0.4	1.8
CCOc1cccc(C2C(C(=O)c3cccs3)=C(O)C(=O)N2Cc2cccnc2)c1 (configuration not stated)
 : 4	-2&17	0	-8	-2	-3	14&11	-0.2	-1.0
Cc1ccc(N2C(=O)[C@@H]3C(c4cccnc4)=NO[C@@H]3C2=O)c(C)c1
 : /	15	14	14	1	-3	9	2.1	0.4
CC(=O)N1CCc2cc(S(=O)(=O)NCCC(=O)Nc3cccc(C)c3)ccc21
 : 0	-13	1	33	6	-5	6	-0.2	0.3
Cc1cccn2c(=O)c3cc(C(=O)NCCN4CCOCC4)c(=N)n(CCc4ccccc4)c3nc12
 : -1	-6	19	30	12	6	/	-0.5	0.4
O=C(CSc1nnc(-c2ccccn2)o1)Nc1ccccc1
 : -3	7	6	-13	28	-25	4	0.7	2.0
COc1ccccc1NC(=O)CN(Cc1ccccc1)S(C)(=O)=O
 : -2	26	-4	12	-2	-4	6	0.6	-0.5
COC(=O)c1nc2cc(C)ccn2c1F
 : 1	11	1	3	10	0	9	-0.3	1.6
Cc1cc(-c2ccccc2)n(-c2cc(N/N=C/c3ccccc3O)ncn2)n1
 : 13	1	-30	102*	31	-13	9	0.9	-0.7
